Pf growth 48h = inhibits P. falciparum growth in the first generation, 48 h; P. falciparum luciferase growth in erythrocytes, 48 h; 310,000 compounds, 5.9% hits; Potency, µM (series often up to 28.7 µM), for the others: at the highest dose activity change, negative = inhibition, hits mostly inhibitors; note: potency is the fitted concentration of half-maximal effect; % is set by controls: 0 for no effect and ±100 for the full control effect
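A one-generation exposure of luciferase-tagged malaria parasites in RPMI 1640/Albumax erythrocyte culture, 37 C and 5% CO2. Inhibition is inferred from decreased luminescence after adding detection reagent.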
Shiga inhibitor = Shiga toxin inhibition. 290,000 compounds, 9.2% hits. inhibition, % at 38.7 µM. Vero cells, Shiga toxin protein synthesis inhibition reporter. AID 2315; in the data active = inhibition mostly above about 28%, no sharp cut-off; inactive = mostly below about 43%; note: 0% is about no effect
FBPA Giardia inh = blocks Giardia fructose-bisphosphate aldolase activity | A8B2U2 | purified Giardia FBPA | Potency, µM (highest dose often 59.6 µM), without a hit: at the top dose activity, negative = inhibition, usual class: inhibitors | 290,000 compounds, 0.71% hits | AID 2451; note: potency is the fitted concentration of half-maximal effect; % is set by controls: 0 for no effect and ±100 for the full control effect; nearly all actives have a fitted effect of over 55% in size
Target sequence (A8B2U2 whole entry, looked up): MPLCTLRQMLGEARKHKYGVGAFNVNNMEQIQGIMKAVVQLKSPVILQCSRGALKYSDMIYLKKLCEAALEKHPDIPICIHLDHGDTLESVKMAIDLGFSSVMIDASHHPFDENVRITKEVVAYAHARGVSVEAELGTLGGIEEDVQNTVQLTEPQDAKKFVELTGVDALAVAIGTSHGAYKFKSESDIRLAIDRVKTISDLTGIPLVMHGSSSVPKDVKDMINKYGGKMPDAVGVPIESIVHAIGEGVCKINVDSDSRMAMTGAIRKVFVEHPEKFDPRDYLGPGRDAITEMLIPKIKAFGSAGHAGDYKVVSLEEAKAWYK
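Giardia FBPA (40 nM reagent) was preincubated 10 min at RT with compound (up to 57.5 uM final), then substrate plus GAPDH/TPI/NAD/arsenate coupling system with diaphorase/resazurin was added; resorufin fluorescence (525/598 nm) was read after 20 min.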
Pf growth 96h = P. falciparum growth inhibition at 96 hours; P. falciparum luciferase reporter growth, 96 h; Potency, µM (series often up to 28.7 µM), inactives show at the highest dose activity change, negative = inhibition, most hits filed as inhibitors; 320,000 compounds, 6.9% hits; note: potency is the fitted concentration of half-maximal effect; % is set by controls: 0 for no effect and ±100 for the full control effect
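P. falciparum expressing integrated firefly luciferase, in erythrocytes at 2% hematocrit, 0.05% parasitemia, incubated with compounds 96 h at 37 C, 5% CO2. Growth inhibition read as loss of luminescence; two-generation exposure targets delayed-death apicoplast inhibitors.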
Sm TGR block = blocks Schistosoma mansoni thioredoxin glutathione reductase | Q962Y6 | purified TGR, DTNB reduction, TNB absorbance 405 nm | Potency, µM (doses to about 114 µM), for the others: at the highest dose activity change, negative = inhibition, actives largely listed as inhibitors | 360,000 compounds, 3% hits | AID 485364; note: potency is the fitted concentration of half-maximal effect; % is set by controls: 0 for no effect and ±100 for the full control effect; nearly all actives have a fitted effect of over 60% in size
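Kinetic colorimetric format: TGR-catalysed, NADPH-driven DTNB reduction monitored via TNB absorbance. Enzyme dispensed at 20 nM; compound exposure 15 min at room temperature before reaction start.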
Cycloheximide cs = counter-screen hit for Shiga toxin inhibitors, cycloheximide; cell reporter, cycloheximide protein synthesis inhibition counterscreen; max response, %; 300,000 compounds, 12% hits; in the data active = max response mostly above about 13%, no sharp cut-off; inactive = mostly below about 14%; note: read at 38.3 µM for the half of the compounds with a filed dose; 0% is about no effect
The depositor's hits bear a star; [ ] = dose if it differs, or a comment. Unless noted, calls come from the whole dose curve; as a rule, active = well fitted curve in the direction sought with a large enough effect; inconclusive = small, poorly fitted or top-dose-only effect, or another doubt; inactive = no such curve, though single readings can be large; an effect the other way counts as inactive or inconclusive. Outcome played no part in choosing rows (roughly 24% active in at least one column).

Results for CN(C)S(=O)(=O)c1ccc(C(=O)Nc2nnc(SCc3cccc(F)c3)s2)cc1 ?
Pf growth 48h: -9%; Shiga inhibitor: -10; FBPA Giardia inh: 5%; Pf growth 96h: 1%; Sm TGR block: -4%; Cycloheximide cs: -5

Results for O=C(Nc1nncs1)c1cc(S(=O)(=O)N2CCCCC2)ccc1Cl ?
Pf growth 48h: -5%; Shiga inhibitor: -7; FBPA Giardia inh: inconclusive; Pf growth 96h: 12%; Sm TGR block: 11%; Cycloheximide cs: 9

What do the screens show for `COc1ccc(-c2ccc(CCC(=O)O)n2CC(C)C)cc1`?
Shiga inhibitor: 1; FBPA Giardia inh: 17%; Pf growth 96h: inconclusive; Sm TGR block: 10µM*; Cycloheximide cs: -6

What do the screens show for `Cc1cccc(-n2c(CNC(=O)c3cccc([N+](=O)[O-])c3C)n[nH]c2=S)c1`?
Pf growth 48h: inconclusive; Shiga inhibitor: -14; FBPA Giardia inh: -16%; Pf growth 96h: inconclusive; Sm TGR block: -1%; Cycloheximide cs: -8

Results for CCOc1ccccc1N(CC(=O)Nc1cccc(OC)c1)S(=O)(=O)c1ccccc1 ?
Pf growth 48h: inconclusive; Shiga inhibitor: -7; FBPA Giardia inh: -2%; Pf growth 96h: -1%; Sm TGR block: -7%; Cycloheximide cs: -4

What do the screens show for `CC(=O)Nc1cc(C(=O)N2CCCC2)ccc1S(=O)(=O)c1ccc(Cl)cc1`?
Shiga inhibitor: -13; FBPA Giardia inh: 1%; Pf growth 96h: -8%; Sm TGR block: -2%; Cycloheximide cs: -3

Results for COc1ccc(-c2nsc(C(=O)N(c3ccc(F)cc3)C(C(=O)NC3CCCC3)c3ccc(OC)cc3)c2N)cc1 (configuration not stated) ?
Pf growth 48h: 2.6µM*; Shiga inhibitor: -2; FBPA Giardia inh: 2%; Sm TGR block: 0%; Cycloheximide cs: -6

Results for CCCc1c(C)nc2c(Br)cccc2c1Cl ?
Pf growth 48h: 20%; Shiga inhibitor: -12; FBPA Giardia inh: 0%; Pf growth 96h: -3%; Sm TGR block: 8%; Cycloheximide cs: -2

Results for C[C@H](NC(=O)c1nc[nH]c1C(=O)N[C@@H](C)C(=O)OC(C)(C)C)C(=O)OCc1ccccc1 ?
Pf growth 48h: -2%; Shiga inhibitor: -2; FBPA Giardia inh: -16%; Pf growth 96h: 1%; Sm TGR block: 5%; Cycloheximide cs: -2

Results for CN(CCC#N)C(=O)COC(=O)c1nn(-c2ccccc2)c(=O)c2ccccc12 ?
Pf growth 48h: -3%; Shiga inhibitor: -9; FBPA Giardia inh: 4%; Pf growth 96h: 20%; Sm TGR block: -2%; Cycloheximide cs: 4

What do the screens show for `C[C@@]12C(=O)N(c3ccc(C(F)(F)F)cc3)C(=O)N1[C@@H]1c3ccccc3OC[C@@H]1[C@H]2c1ccccc1`?
Pf growth 48h: inconclusive; Shiga inhibitor: -4; FBPA Giardia inh: -1%; Pf growth 96h: 4.1µM*; Sm TGR block: -16%; Cycloheximide cs: -2

What do the screens show for `Cc1ccc(C(=O)N/C(=C\c2ccc(F)cc2)C(=O)NCc2ccncc2)cc1`?
Pf growth 48h: inconclusive; Shiga inhibitor: -5; FBPA Giardia inh: 4%; Pf growth 96h: inconclusive; Sm TGR block: 5%; Cycloheximide cs: -6

What do the screens show for `Cc1ccc(C)c(-c2nnc(NC(=O)CS(=O)(=O)c3ccccc3)o2)c1`?
Pf growth 48h: 13µM*; Pf growth 96h: inconclusive; Sm TGR block: 0%

What do the screens show for `CN(C)CCOCCP(=O)(c1ccccc1)c1ccccc1`?
Pf growth 48h: 12%; Shiga inhibitor: -9; FBPA Giardia inh: 1%; Pf growth 96h: 126%[activator]; Sm TGR block: -23%; Cycloheximide cs: -5

Results for COc1ccc(Cn2nnc(C(=O)Nc3ccc4c(c3)OCCO4)c2N)cc1Br ?
Pf growth 48h: -18%; Shiga inhibitor: 27; Pf growth 96h: 12µM*; Sm TGR block: -18%; Cycloheximide cs: 17*

How did O=C(NC1CCCC1)C(Cc1ccccc1)n1cccc1 (configuration not stated) do in these assays?
Pf growth 48h: 4%; Shiga inhibitor: -3; FBPA Giardia inh: 2%; Pf growth 96h: inconclusive; Sm TGR block: 3%; Cycloheximide cs: -7

Results for C[C@H](NC(=O)c1ccc(Cl)c(S(=O)(=O)N2CCOCC2)c1)c1nc2ccccc2[nH]1 ?
Pf growth 48h: inconclusive; Pf growth 96h: 3.3µM*; Sm TGR block: 1%

What do the screens show for `O=C(/C=C/c1c(F)cccc1Cl)NCc1ccc2c(c1)OCO2`?
Pf growth 48h: -4%; Shiga inhibitor: -4; FBPA Giardia inh: 12%; Pf growth 96h: -8%; Sm TGR block: inconclusive; Cycloheximide cs: 1

How did CCOCCOC(=O)C1=C(C)Nc2ccc(C)cc2S1 do in these assays?
Pf growth 48h: inconclusive; Shiga inhibitor: 50; FBPA Giardia inh: -12%; Pf growth 96h: 45%[activator]; Sm TGR block: -1%; Cycloheximide cs: 22*

What do the screens show for `CCC(=O)c1ccc(OCC(=O)NCCc2ccccn2)cc1`?
Pf growth 48h: 9%; Shiga inhibitor: 1; FBPA Giardia inh: 1%; Pf growth 96h: -34%; Sm TGR block: 1%; Cycloheximide cs: 10

Results for Cc1ccccc1N1CCN(C2CCCN(C(=O)c3cn4c(C)cccc4n3)C2)CC1 (configuration not stated) ?
Pf growth 48h: -29%; Shiga inhibitor: -3; Pf growth 96h: 21%; Sm TGR block: -8%; Cycloheximide cs: -1

Results for COc1cccc2c3c(c(C)nc12)CC(C)O3 (configuration not stated) ?
Pf growth 48h: 25%; Shiga inhibitor: 10; FBPA Giardia inh: 5%; Pf growth 96h: inconclusive; Sm TGR block: 0%; Cycloheximide cs: 16

How did Cc1ccc(OCC(=O)c2c(N)n(C)c(=O)n(C)c2=O)c([N+](=O)[O-])n1 do in these assays?
Pf growth 48h: -8%; Pf growth 96h: inconclusive; Sm TGR block: inconclusive

How did O=c1c2ccccc2nc2n1CCN2 do in these assays?
Pf growth 48h: 15%; Shiga inhibitor: -5; FBPA Giardia inh: -1%; Pf growth 96h: 5%; Sm TGR block: -13%; Cycloheximide cs: 2

Gathered by group: those above containing a nitro group on carbon (2)
What do the screens show for `Cc1cccc(-n2c(CNC(=O)c3cccc([N+](=O)[O-])c3C)n[nH]c2=S)c1`?
Pf growth 48h: inconclusive; Shiga inhibitor: -14; FBPA Giardia inh: -16%; Pf growth 96h: inconclusive; Sm TGR block: -1%; Cycloheximide cs: -8

How did Cc1ccc(OCC(=O)c2c(N)n(C)c(=O)n(C)c2=O)c([N+](=O)[O-])n1 do in these assays?
Pf growth 48h: -8%; Pf growth 96h: inconclusive; Sm TGR block: inconclusive

Later entries
How did O=C(Nc1cccc(F)c1)N1CCC(n2c(=O)[nH]c3ccccc32)CC1 do in these assays?
Pf growth 48h: inconclusive; Shiga inhibitor: 32; FBPA Giardia inh: 2%; Pf growth 96h: -23%; Sm TGR block: -1%; Cycloheximide cs: 1

How did CCc1cc(C(=O)c2ccc(OC)cc2)c(N)s1 do in these assays?
Pf growth 48h: 3%; Shiga inhibitor: 22; FBPA Giardia inh: -7%; Pf growth 96h: 40%[activator]; Sm TGR block: -11%; Cycloheximide cs: 8

What do the screens show for `COc1ccc2c(CC(=O)Nc3cccc(S(=O)(=O)N4CCOCC4)c3)coc2c1`?
Pf growth 48h: inconclusive; Shiga inhibitor: -4; FBPA Giardia inh: -1%; Pf growth 96h: 2.3µM*; Sm TGR block: 5%; Cycloheximide cs: -1

What do the screens show for `Cc1nn(-c2ccccc2)c2[nH]c(=O)c(CNCCN3CCOCC3)cc12`?
Pf growth 48h: -2%; Shiga inhibitor: -14; FBPA Giardia inh: 0%; Pf growth 96h: -6%; Sm TGR block: inconclusive; Cycloheximide cs: -2

How did Cc1ccc(NC(=O)CCNS(=O)(=O)c2cc(Br)cnc2N)cc1Cl do in these assays?
Pf growth 48h: inconclusive; Shiga inhibitor: -15; FBPA Giardia inh: -7%; Pf growth 96h: inconclusive; Sm TGR block: 9%; Cycloheximide cs: -2

What do the screens show for `COc1cc(/C=C2/SC(=S)N(CC(=O)O)C2=O)ccc1OC(=O)c1cccs1`?
Pf growth 48h: 151%[activator]; Shiga inhibitor: -5; FBPA Giardia inh: 16%; Pf growth 96h: 36%[activator]; Sm TGR block: 1%; Cycloheximide cs: 1

What do the screens show for `CCOCCCNC(=O)C(c1ccc(Cl)cc1)N1CCC2(CC1)OCCO2` (configuration not stated)?
Pf growth 48h: inconclusive; Shiga inhibitor: -28; FBPA Giardia inh: 0%; Pf growth 96h: 196%[activator]; Sm TGR block: 1%; Cycloheximide cs: -4

Results for CN(CC(=O)Nc1ccc(F)c(F)c1F)C(=O)c1ccc2c(c1)S(=O)(=O)N=C1CCCCCN12 ?
Pf growth 48h: inconclusive; Pf growth 96h: -21%; Sm TGR block: -1%

What do the screens show for `O=C1c2c([N+](=O)[O-])cc([N+](=O)[O-])cc2S(=O)N1Cc1ccccc1` (configuration not stated)?
Pf growth 48h: 0%; Shiga inhibitor: 18; FBPA Giardia inh: -1%; Pf growth 96h: inconclusive; Sm TGR block: 40µM*; Cycloheximide cs: 3

How did O=C(CCN1C(=O)c2ccccc2C1=O)OCN1C(=O)c2ccccc2C1=O do in these assays?
Shiga inhibitor: 7; FBPA Giardia inh: -1%; Pf growth 96h: -9%; Sm TGR block: 8%; Cycloheximide cs: 9

What do the screens show for `CCOc1ccc(CN(C)C(=O)CNC(=O)c2ccc(Br)o2)cc1OC`?
Pf growth 48h: -6%; Shiga inhibitor: -12; FBPA Giardia inh: 3%; Pf growth 96h: 2%; Sm TGR block: -5%; Cycloheximide cs: -9

How did COc1cc(C(=O)NC(=S)Nc2cccc(-c3cc4ccccc4oc3=O)c2)cc(OC)c1OC do in these assays?
Pf growth 48h: inconclusive; Shiga inhibitor: -10; FBPA Giardia inh: -1%; Pf growth 96h: 101%[activator]; Sm TGR block: -2%; Cycloheximide cs: -4

Results for CC(C)C[C@H](NC(=O)[C@@H]1Cc2c([nH]c3ccccc23)C2c3ccccc3C(=O)N21)C(=O)N1CCC[C@@H]1C(=O)O (some centres not stated) ?
Pf growth 48h: inconclusive; Shiga inhibitor: -2; FBPA Giardia inh: -2%; Pf growth 96h: inconclusive; Sm TGR block: -11%; Cycloheximide cs: -2

What do the screens show for `O=C(NCCCO)C(=O)Nc1cc2c3c(c1)CCN3C(=O)CC2`?
Pf growth 48h: 23%; Shiga inhibitor: -10; FBPA Giardia inh: -1%; Pf growth 96h: 81%[activator]; Sm TGR block: -6%; Cycloheximide cs: 8

How did Cc1ccc(OCC(=O)NCCCNC(=O)c2ccncc2)cc1 do in these assays?
Pf growth 48h: inconclusive; Shiga inhibitor: -8; FBPA Giardia inh: -8%; Pf growth 96h: -6%; Sm TGR block: 13%; Cycloheximide cs: 6

Results for CCN(C(=O)CSc1nc2cc(C(=O)OC)ccc2c(=O)n1Cc1ccco1)c1cccc(C)c1 ?
Pf growth 48h: 4.7µM*; Shiga inhibitor: -1; FBPA Giardia inh: 0%; Pf growth 96h: -7%; Sm TGR block: 0%; Cycloheximide cs: -2

What do the screens show for `CC1CCCC(C)N1C(=O)CSc1ncccn1` (configuration not stated)?
Pf growth 48h: 3%; Shiga inhibitor: -13; FBPA Giardia inh: -4%; Pf growth 96h: 6%; Sm TGR block: 2%; Cycloheximide cs: 1

What do the screens show for `COc1ccc(NC(=O)CC(c2ccc(F)cc2)c2ccc(OC(C)C)cc2)cc1` (configuration not stated)?
Pf growth 48h: inconclusive; Shiga inhibitor: -8; FBPA Giardia inh: -1%; Pf growth 96h: inconclusive; Sm TGR block: 0%; Cycloheximide cs: -1
